FBW7 act – FBW7 E3 ligase activators, primary screen, biochemical, AlphaScreen, human; normalized activity (activation), % at 26.1 µM; actives 0.13% (n = 650,000); AlphaScreen FBW7–phospho-cyclin E peptide binding, activator screen; in the data active means normalized activity above about 1.9%;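 further: purified mutant Fbw7 with reduced substrate affinity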
Target sequence (Q969H0 whole entry, looked up): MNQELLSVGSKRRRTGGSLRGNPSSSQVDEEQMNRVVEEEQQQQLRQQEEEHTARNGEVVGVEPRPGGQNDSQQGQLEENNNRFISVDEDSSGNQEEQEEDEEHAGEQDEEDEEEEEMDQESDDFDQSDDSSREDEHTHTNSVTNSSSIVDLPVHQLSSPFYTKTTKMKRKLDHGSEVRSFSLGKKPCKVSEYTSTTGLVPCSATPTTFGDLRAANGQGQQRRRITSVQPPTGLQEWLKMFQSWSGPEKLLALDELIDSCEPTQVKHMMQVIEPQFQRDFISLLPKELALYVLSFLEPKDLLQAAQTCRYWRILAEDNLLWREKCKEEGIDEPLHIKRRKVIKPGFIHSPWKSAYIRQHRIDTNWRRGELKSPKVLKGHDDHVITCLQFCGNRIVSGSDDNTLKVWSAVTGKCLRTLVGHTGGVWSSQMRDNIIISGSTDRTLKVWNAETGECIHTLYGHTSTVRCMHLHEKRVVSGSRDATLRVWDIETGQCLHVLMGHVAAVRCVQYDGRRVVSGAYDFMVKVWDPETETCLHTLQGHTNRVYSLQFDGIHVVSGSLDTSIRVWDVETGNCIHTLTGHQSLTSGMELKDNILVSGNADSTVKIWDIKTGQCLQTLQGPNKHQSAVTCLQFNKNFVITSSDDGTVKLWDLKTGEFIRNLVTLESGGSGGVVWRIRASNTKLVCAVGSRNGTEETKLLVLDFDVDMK
GPR151 ag – activators of human GPR151, primary screen, cell-based, PathHunter beta-arrestin, luminescence; G-protein coupled receptor 151 (Homo sapiens), Q8TDV0; PathHunter beta-arrestin GPR151 cells; activation, % at 11.2 µM; actives 1% (n = 650,000); AID 1508602, 2020; in the data active means activation above about 4.9%;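 further: 0% = median of compound wells and 100% = cells with positive control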
MITF inh – MITF inhibitors, primary screen, biochemical, AlphaScreen, human | Microphthalmia-associated transcription factor (Homo sapiens), O75030 | AlphaScreen MITF homodimerization, bead proximity signal | inhibition, % at 2.6 µM | actives 0.91% (n = 650,000) | AID 1259374, 2018; in the data active means inhibition above about 50%;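 further: 0% = vehicle wells with protein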
TEAD-YAP inh – TEAD-YAP interaction inhibition, primary screen, TEAD-YAP interaction inhibitor project, luminescence, HEK-TIYL cells | TEAD-Gal4/YAP UAS-luciferase luminescence | inhibition, % at 9.12 µM | actives 1.4% (n = 640,000) | AID 1259422, 2018; in the data active means inhibition above about 32%;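 further: 0% = median of test compound wells and 100% = reference inhibitor wells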
Starred values were filed as active, the others as inactive; nt = not tested or not shown.

SMILES,TEAD-YAP inh,FBW7 act,MITF inh,GPR151 ag
CC(Nc1ccc(Br)cc1)C(=O)N/N=C/c1ccccc1F (configuration not stated),3.3,0.1,-12.6,0.3
CC(=O)c1c(O)c2cc(C)ccc2oc1=O,-20.5,0.2,10.8,-2.7
CCOc1ccc(NC(=O)c2cnc3n(c2=O)CCS3)cc1,-41.1,0.0,-2.3,-0.1
Cc1n[nH]c(C)c1CCN(C)C(=O)CC1C(=O)NCCN1Cc1ccc2ccccc2c1 (configuration not stated),0.7,0.1,2.5,1.6
CCN1CCN(Cc2ccc(NC(=O)Nc3ccccc3OC)cc2)CC1,-18.1,0.1,12.4,3.1
CCCCOc1ccc(C(=O)NCCOc2ccc(-c3ccccc3)nn2)cc1,-6.3,0.1,-9.5,-0.2
O=C1OC(Oc2cccc3cccnc23)(c2ccccc2)c2ccccc21 (configuration not stated),5.6,0.0,19.6,-0.7
Cn1nnnc1SCC(=O)NC(=O)NC(C)(C)C,-2.7,-0.1,0.3,-1.5
N#CCc1c(C#N)c(N)nc(N2CCN(C/C=C/c3ccccc3)CC2)c1C#N,3.2,0.0,17.1,-1.1
CC(C)N(Cc1ccccc1)C(=O)c1ccccc1[N+](=O)[O-],-3.5,0.4,12.1,-0.8
CC1CCCC(C)N1C(=O)COC(=O)c1ccc(C#N)cc1 (configuration not stated),-6.9,0.6,-13.1,-0.7
CC(C)(C)n1nc2c(c1-n1cccc1)CN(C(=O)c1cc(-c3cccs3)[nH]n1)C2,-8.4,-0.2,4.3,1.2
Cc1ccccc1NC(=S)N1CCCC1,10.7,0.3,5.9,0.1
Cc1c(NC(=O)/C(=C/c2ccccc2Cl)c2ccccc2)c(=O)n(-c2ccccc2)n1C,-15.4,0.7,8.4,-1.9
O=C(COc1ccc(-c2ccccc2)cc1)Nc1ccc(F)cc1,-10.3,-0.1,2.8,-0.7
COCCCn1nnc2c(=O)[nH]c(C(=O)NCc3ccc(F)cc3)nc21,-4.9,0.0,-3.7,-0.5
Cc1c(C)n2c3c(=O)n(C)c(=O)n(C)c3nc2n1CCCO,5.2,0.0,28.5,0.9
Cc1cc2cc(CNC(=O)Cc3cccs3)ccc2[nH]1,-26.9,0.1,-16.1,0.2
COc1ccc(CN2C(=O)CC(C(=O)Nc3ccc(Cl)cc3)SC2=Nc2ccccc2)cc1 (configuration not stated),-15.7,-0.8,5.8,1.0
CCCn1c(-c2ccc(S(=O)(=O)N3CCCC3)cc2)csc1=Nc1ccc(OCC)cc1,2.3,0.0,15.6,-0.6
CCOc1ccc(C=O)cc1OCc1ccccc1,-3.6,0.0,-3.4,1.3
O=C(Nc1ccccc1)Nc1nnc(COc2ccc(F)cc2)s1,0.8,0.0,-2.9,0.0
CCOC(=O)c1sc(NC(=O)CSc2nnc(CNC(=O)c3ccc(C)c(C)c3)n2C2CCCCC2)c(C(=O)OCC)c1C,-5.3,0.3,-13.5,-1.3
Cc1c(N=C2Nc3cccc4cccc2c34)c(=O)n(-c2ccccc2)n1C,-5.8,0.1,12.1,2.0
Fc1ccccc1NC(=S)NCc1ccncc1,10.5,0.3,5.7,-1.6
CC1CC(=NC2CCCCC2)Nc2ccccc2N1Cc1ccccc1 (configuration not stated),2.6,-0.2,6.8,-0.6
C=C1/C(=C\C=C2/CCCC3(C)[C@@H]([C@H](C)CCCC(C)(C)O)CC[C@@H]23)C[C@@H](O)C[C@@H]1O (some centres not stated),37.2*,-0.1,-2.0,0.3
CCCCNC(=O)C1c2cc(OC)c(OC)cc2C(=O)N(C)C1c1cccnc1 (configuration not stated),2.3,0.0,11.2,-0.5
COC(=O)c1sc(NC(=O)c2cc(-c3ccc(C)s3)nc3ccccc23)c(C(=O)OC)c1C,12.7,0.1,13.7,-0.3
O=S(=O)(NCCSCc1ccccc1)c1ccc(F)cc1,2.0,0.3,5.1,-0.3
CCN(CC)C(=O)N1CCN(c2ccc(Cl)c(Cl)c2)CC1,-2.2,0.0,15.6,1.0
O=C(Nc1ccc2oc(-c3cccc(I)c3)nc2c1)c1ccc(Cl)cc1,4.1,0.1,-5.7,-2.1
Cc1ccc2c(N)c(C(=O)N3c4ccccc4Sc4ccccc43)sc2n1,6.2,0.4,4.2,0.3
CC(C)c1ccc(OCC(N)=O)c(Br)c1,-5.9,0.1,8.2,-0.9
COC(=O)c1ccccc1NC(=O)C1CCCN1S(=O)(=O)c1cccc2nsnc12 (configuration not stated),5.1,0.0,13.6,0.0
CN(C)CCN1C(=O)CC(CC(=O)N(C)CC2COCCO2)(c2ccccc2F)C1=O (configuration not stated),1.4,0.7,8.3,0.4
CCOC(=O)CC(NC(=O)c1cc2ccccc2oc1=O)c1ccc(OC)cc1 (configuration not stated),-9.4,-0.1,6.3,-0.7
COCCNc1c(-c2ccc(Br)s2)nc2cnccn12,-2.1,-0.2,-13.6,-0.3
COc1ccc(NC(=O)COC(=O)CNc2ccc(C(F)(F)F)cc2[N+](=O)[O-])cc1,-6.8,-0.1,2.2,0.5
COC(=O)c1ccc(OCC(O)CN2CCCCC2)cc1 (configuration not stated),2.5,0.5,-8.7,0.3
CCOC(=O)c1cnn(-c2ncnc3c2cnn3Cc2ccccc2)c1N,-14.1,0.0,-0.8,0.8
CCOC(=O)c1c(NC(=O)C(C)Sc2nnc(CNC(=O)c3ccccc3OC)n2CCc2ccccc2)sc2c1CCC2 (configuration not stated),7.2,-0.1,0.2,-1.3
N#Cc1cc2cc3c(cc2nc1NCCCNC(=O)Nc1ccc(Cl)cc1)OCO3,1.7,0.0,-6.9,0.0
CCOc1cc(C(C#N)N2CCOCC2)ccc1OC (configuration not stated),-11.2,-0.2,1.3,0.0
O=C(NC(=S)Nc1ccccc1O)c1ccc(F)cc1,-36.3,-0.1,-18.3,2.0
CN(Cc1ccccc1)C(=O)CN(c1cccc(F)c1)S(C)(=O)=O,5.5,-0.2,-3.5,2.3
c1ccc(-n2cnnc2SCc2cn3ccsc3n2)cc1,9.3,0.7,5.2,-0.6
Cc1cc2c(c(=O)[nH]1)C(c1ccc(C(C)C)cc1)C(C#N)=C(N)O2 (configuration not stated),3.8,0.0,12.6,-0.2
Cc1ccccc1Nc1ccc2c(cnn2-c2cc(C(=O)NCCN3CCN(C)CC3)ccn2)c1,4.5,-0.3,3.5,0.8
CC(=O)Nc1ccc(S(=O)(=O)Nc2ccc3c(c2)oc2ccccc23)cc1,3.1,0.1,7.5,1.6
COC(=O)C(NC(=O)c1ccc(S(=O)(=O)N2CCOCC2)cc1)C(C)C (configuration not stated),2.3,0.7,18.7,0.6
Cn1ncc2c(N(Cc3ccccc3)Cc3ccccc3)ncnc21,0.8,0.0,-0.6,0.7
CCOC(=O)C1CCCN(C(=S)Nc2ccccc2OC)C1 (configuration not stated),2.5,0.8,18.0,-0.7
Cc1noc(C)c1-c1ncc(C(=O)NCCCN2CCCC2=O)s1,-3.0,-0.2,5.6,-1.2
CC1=CCC2C(=O)N(c3cccc(C(=O)NC(C)c4ccccc4)c3)C(=O)C2C1 (configuration not stated),8.7,0.4,5.6,-0.4
Cc1nc(NC2C3CC4CC(C3)CC2C4)c2nnn(Cc3ccc(F)cc3)c2n1 (configuration not stated),-16.7,-0.2,-3.9,0.4
COc1ccccc1-n1cc(C(=O)NCC(=O)Nc2cccc(Cl)c2)c2ccccc2c1=O,-4.9,0.4,8.7,-0.8
O=C(CSc1ccc2nc(-c3ccccc3)cn2n1)Nc1cccc2ccccc12,-12.4,0.1,-15.1,0.9
CCCCCOC(=O)C1=C(C)Nc2ncnn2C1c1ccc(OC)c(OC)c1OC (configuration not stated),7.7,0.0,16.4,-1.5
COCCn1c(SCC(=O)NNC(=O)c2ccco2)nnc1-c1ccco1,-4.3,-0.1,3.5,0.3

A different layout for part of the listing above.
Value order: TEAD-YAP inh, FBW7 act, MITF inh, GPR151 ag
- CC1CC(=NC2CCCCC2)Nc2ccccc2N1Cc1ccccc1 (configuration not stated)
 : 2.6, -0.2, 6.8, -0.6
- Cc1nc(NC2C3CC4CC(C3)CC2C4)c2nnn(Cc3ccc(F)cc3)c2n1 (configuration not stated)
 : -16.7, -0.2, -3.9, 0.4
- Cn1nnnc1SCC(=O)NC(=O)NC(C)(C)C
 : -2.7, -0.1, 0.3, -1.5

More records:
SMILES,TEAD-YAP inh,FBW7 act,MITF inh,GPR151 ag
COc1cccc(C2c3c(-c4ccc(F)cc4)n[nH]c3C(=O)N2c2ccccc2)c1 (configuration not stated),-14.1,0.5,9.5,1.5
COc1ccc(C(=O)NCc2ccccc2)cc1I,-5.8,0.1,-3.0,-0.5
O=C(CCN1C(=O)c2ccccc2C1=O)NNC(=O)c1ccc(Cl)cc1Cl,-3.8,-0.1,-4.5,-1.2
O=C(/C=C/c1ccc([N+](=O)[O-])cc1)Nc1cccc(C(F)(F)F)c1,7.6,0.3,22.4,0.8
O=C1NC(=O)N(c2ccccc2)C(=O)/C1=C\c1cccn1-c1ccc([N+](=O)[O-])cc1,-7.5,-0.1,-4.5,-0.4
Cc1sc2nc(N)c(C(=O)NC(C)C)cc2c1C,4.0,0.2,10.1,0.2
CC(C)c1ccc(S(=O)(=O)O)cc1,1.1,-0.1,-0.3,0.9
COc1ccc(NC(=O)CSc2nnc3c4ccccc4n(C)c3n2)c(OC)c1,-16.1,0.1,19.3,-0.7
Cc1cc(C)cc(N(C(=O)c2csnn2)C(C(=O)NC(C)(C)C)c2ccncc2)c1 (configuration not stated),-3.4,-0.3,-1.0,-0.7
Fc1ccccc1-c1nc2cnccn2c1NCc1cccs1,-9.7,0.1,-16.2,-0.7
CC(C)(CNC(=O)/C=C/c1ccc(Br)cc1)N1CCOCC1,-8.3,0.0,8.1,-0.3
Cc1cc(Cl)ccc1OCC(=O)NCC(=O)Nc1ccc(F)c(F)c1F,0.6,0.0,5.5,0.1
C/C(=N\NC(=O)CSc1nnc(SCc2ccccc2)s1)c1ccco1,0.8,-0.1,-9.7,1.4
CCOC(=O)C1=C(C)N=c2s/c(=C\c3ccc(-c4ccc(Cl)c(Cl)c4)o3)c(=O)n2C1c1ccc(OC)c(OC)c1 (configuration not stated),-5.4,0.0,3.1,2.3
COc1ccccc1S(=O)(=O)Cc1ccc(C(=O)NCCN2CCCCCC2)o1,-3.5,-0.4,1.3,0.4
CCOC(=O)N1CCN(c2cc(C#N)c(C#N)cc2[N+](=O)[O-])CC1,0.1,0.0,7.6,0.1
COc1cc(NC(=O)c2cc(C(=O)Nc3cc(OC)c(Cl)cc3OC)cc([N+](=O)[O-])c2)c(OC)cc1Cl,-0.5,0.3,-14.3,-1.3
Cn1cccc1CC(=O)NNC(=O)Nc1ccc(Cl)c(Cl)c1,0.4,0.0,13.6,0.1
Cc1ccc(NC(=O)Cn2ccn(CCc3ccc(S(N)(=O)=O)cc3)c(=O)c2=O)cc1,-0.7,-0.3,2.6,0.7
CCCS(=O)(=O)c1ccc(COC(=O)Cc2ccc([N+](=O)[O-])cc2)cc1,3.0,0.1,9.6,-0.2
COc1ccc2c(c1)CCCN2C(N)=O,5.2,0.0,-8.6,0.4
COc1ccc(C)cc1NC(=O)CCCN1C(=O)CCC1=O,-9.2,-0.2,14.9,3.2
CCOc1ccc(-n2c(=S)sc3c2nc(SCC(=O)Nc2cccc(OC)c2)n2c4ccccc4nc32)cc1,-11.7,0.0,-22.2,-0.4
O=S1(=O)N=C(c2ccc3ccccc3c2)Nc2ccccc21,-44.3,0.2,14.5,-2.4
CCCCCCCCCCCCCCCC(=O)OC[C@@H](O)COP(=O)(O)OCC[N+](C)(C)C,nt,nt,-1.2,1.9
N=c1sccn1CC(=O)c1cccc([N+](=O)[O-])c1,-49.5,0.0,1.4,1.3
Cc1ccc2c(c1)N(CC(=O)OC(C(=O)NC1CCCCC1)C(C)C)C(=O)C(C)O2 (configuration not stated),6.3,0.0,6.7,-1.3
CCn1cc(CN[C@H]2C[C@H]3C(=O)N[C@@H](CO)C(=O)N3C2)c(C)n1,-14.1,0.2,-2.6,-0.9
N#C/C(=C/c1ccco1)C(=O)Nc1ccc(Cl)cc1,-75.6,-0.1,-5.7,-0.1
COc1ccc(OCC(=O)N/N=C(\C)c2ccccc2)c(I)c1,2.0,0.4,4.5,0.5
NC(=O)CSc1nnc2n(CC(=O)NC3CCCCC3)c3ccccc3n12,-6.5,-0.1,-1.3,-0.3
O=C(Nc1ccc(Br)cc1)C(=S)N1CCCCC1,-9.9,0.0,3.1,-1.7
O=C(NCCCN1CCCC1=O)c1ccc2c(=O)n(-c3cc(C(F)(F)F)ccc3Cl)c(=S)[nH]c2c1,-9.0,0.0,-0.1,-0.7
CC1CCN(c2ccc(NC(=O)C3CC(=O)N(c4ccccc4)C3)cc2)CC1 (configuration not stated),-2.1,-0.1,-8.6,-0.9
COC(=O)C(C)Sc1nc2c(c(=O)n1-c1ccc(F)cc1)SCC2 (configuration not stated),-1.5,-0.2,-9.2,1.2

Source: PubChem BioAssay
